From PubChem
CAL PDZ FP-1 – CAL PDZ peptide-binding inhibitors, primary screen, biochemical, fluorescence polarization, Cer-tagged CAL PDZ, HTS. AID 504414, 2011. Golgi-associated PDZ and coiled-coil motif-containing protein (Homo sapiens), Q9HD26. 0.02% of 330,000 active. inhibition, % at 20 µM. purified CAL PDZ, TMR-peptide fluorescence polarization, 1 h;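 active = highest replicate inhibition of at least 40%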;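 also: plate controls were DMSO neutral control wells for no effect and unlabeled competitor peptide control wells for full effect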
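Material: tagged CAL PDZ protein CerCALP, purified; buffer or medium: sodium phosphate/NaCl buffer pH 7.4 with TCEP, IgG, Thesit; also added: fluorescent TMR peptide probe; schedule: 1 h incubation at room temperature before polarization reading; technique: fluorescence polarization from S- and P-plane intensities, G-factor corrected; control set: unlabelled peptide and DMSO controls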
Tat export inh – E. coli Tat export inhibitors, primary screen, MC4100, TorA-mCherry reporter, fluorescence, single point; inhibition, % at 10 µM; 0.036% of 340,000 active;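 active = mean replicate inhibition at least 50% and at least half of replicates individually reaching 50%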;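 also: exported cargo escapes ClpAP degradation while cytoplasmic cargo is degraded and loses fluorescence; 0% = median of neutral control wells and 100% = median of NaSCN control wells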
RTF Ca sens act – cardiac RTF calcium sensitivity activators, primary screen, biochemical, IANBD-TnC fluorescence, EC20 calcium. Troponin I, cardiac muscle (Homo sapiens) + Troponin T, cardiac muscle (Homo sapiens) + …. IANBD-labeled TnC RTF fluorescence at EC20 calcium; 0% EC20 calcium, 100% full calcium. activation, % at 7.2 µM. 0.24% of 340,000 active;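 active = activation above the mean over all tested compounds plus 3 SD, cut at about 30% in these data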;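 also: rise in fluorescence read as greater calcium sensitivity of cardiac thin filaments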
Rtt109 Vps75 – inhibitors of C. albicans Rtt109/Vps75 HAT, primary screen, biochemical, ThioGlo CoA-SH fluorescence, plate reader | inhibition, % at 34.9 µM | Histone acetyltransferase RTT109 (Candida albicans (strain SC5314 / ATCC MYA-2876)), … | AID 540336, 2011 | 0.16% of 330,000 active | purified Rtt109/Vps75, 4 h;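 active = inhibition of at least 50% in every replicate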
Target sequence (Q5AAJ8 whole entry, looked up): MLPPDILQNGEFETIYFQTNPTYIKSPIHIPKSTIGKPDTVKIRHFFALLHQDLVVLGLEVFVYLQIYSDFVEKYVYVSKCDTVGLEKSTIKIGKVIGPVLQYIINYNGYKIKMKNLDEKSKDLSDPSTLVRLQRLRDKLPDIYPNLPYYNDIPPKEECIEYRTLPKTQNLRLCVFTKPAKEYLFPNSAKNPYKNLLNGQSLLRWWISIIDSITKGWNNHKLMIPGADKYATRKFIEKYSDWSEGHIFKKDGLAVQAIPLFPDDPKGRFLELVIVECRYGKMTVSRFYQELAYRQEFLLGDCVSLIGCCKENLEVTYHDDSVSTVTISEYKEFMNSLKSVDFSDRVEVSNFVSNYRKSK
V-ATPase pHluor – regulators of yeast V-ATPase proton pumping, primary screen, pHLuorin cytosolic pH fluorescence | S. cerevisiae | response, % at 10 µM | 0.37% of 350,000 active | AID 504577, 2011; in the data active = response mostly above about 7.3%, no sharp cut-off; inactive = mostly below about 5.4%; also: actives read high; inactives centre near 0; some compounds called inactive have numbers as strong as hits
Wnt bcat act – Wnt/beta-catenin pathway activators, primary screen, cell-based, plate reader, single point; Wnt/beta-catenin reporter cell assay, activator; activation, % at 9.35 µM; 1.2% of 300,000 active; AID 743398, 2014; in the data active = activation above about 30%, passing the limit was not always enough;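 also: 0% = neutral control wells and 100% = positive control wells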
CDK5 p35 inh – inhibitors of human CDK5/p35 kinase, primary screen, biochemical, single concentration | Cyclin-dependent kinase 5 (Homo sapiens) + Cyclin-dependent kinase 5 activator 1 (Homo … | Recombinant CDK5/p35, ADP-Glo luminescence, 60 min | inhibition, % at 10 µM | 0.01% of 330,000 active;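 active = highest replicate inhibition of at least 50% and at least 75% of replicates reaching 50%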;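 also: plate controls were DMSO neutral control for no effect and GW8510 at 10 µM for full effect; many of its hits are not listed in these tables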
CAL PDZ FP-2 – untagged CAL PDZ binding inhibitors, primary screen, biochemical, fluorescence polarization, HTS. Golgi-associated PDZ and coiled-coil motif-containing protein (Homo sapiens), Q9HD26. purified CAL PDZ, TMR-peptide fluorescence polarization, 1 h. inhibition, % at 24.9 µM. 0.92% of 300,000 active. AID 602252, 2012;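 active = mean inhibition of at least 30% with at least half of replicates also reaching 30%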;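 also: 0% = DMSO neutral control and 100% = excess unlabeled competitor peptide PRC23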
MITF act – activators of MITF-driven TRPM1 promoter reporter, primary screen, cell-based, SK-MEL-5, luciferase, single point; 0.75% of 300,000 active; SK-MEL-5 TRPM1-promoter luciferase, 24 h; % of positive control, neutral wells = 0; AID 588334, 2011; activation, % at 12.5 µM;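 active = mean activation of at least 80% with every replicate also reaching 80%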;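 also: 0% = neutral control wells and 100% = parthenolide positive control wells; values of inactives mirror those of a sister screen read the other way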
dFosB act – activators of delta FosB homodimer, primary screen, biochemical, fluorescence polarization, TAMRA-CDK5 oligo, single point. Protein FosB (Mus musculus), P13346. purified delta FosB; percent of positive-control signal above neutral wells. activation, % at 25 µM. 0.99% of 340,000 active. AID 493131, 2011;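 active = mean activation above about 17%, with every replicate also reaching it, limit read from the data, passing the limit was not always enough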;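 also: fluorescence polarization rise as delta FosB binds a TAMRA Cdk5 AP-1 oligo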
Target sequence (P13346 whole entry, looked up): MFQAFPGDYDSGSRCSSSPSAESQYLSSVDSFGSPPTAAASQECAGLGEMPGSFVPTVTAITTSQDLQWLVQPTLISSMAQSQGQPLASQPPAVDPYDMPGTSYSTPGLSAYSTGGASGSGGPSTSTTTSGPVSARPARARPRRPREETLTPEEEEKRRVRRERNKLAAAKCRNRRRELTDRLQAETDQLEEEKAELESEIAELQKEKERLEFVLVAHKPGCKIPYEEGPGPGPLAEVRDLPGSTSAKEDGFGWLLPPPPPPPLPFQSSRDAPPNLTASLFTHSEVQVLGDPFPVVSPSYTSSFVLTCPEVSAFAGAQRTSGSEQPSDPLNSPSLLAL
Active calls of the source: *; nt = no result given.

SMILES	CAL PDZ FP-1	Tat export inh	RTF Ca sens act	Rtt109 Vps75	V-ATPase pHluor	Wnt bcat act	CDK5 p35 inh	CAL PDZ FP-2	MITF act	dFosB act
O=C(O)c1oc2ccccc2c1-n1cccc1	-1.3	-11	-3	0	3	nt	1.2	-2	-7	2
Cc1ccc(S(=O)(=O)Nc2ccc3c(c2)C(=O)N([C@H](C)CO)C[C@@H](C)[C@@H](CN(C)C(=O)Nc2cccc4ccccc24)O3)cc1	-0.4	-3	-3	-4	-1	-1	-2.9	-10	-5	-21
COCCCNC(=O)C[C@H]1C[C@H](C(=O)N2CCOCC2)[C@@]2(C)c3[nH]c4ccc(Cl)cc4c3CCN2C1=O	-0.4	-7	-6	3	4	0	-1.8	-3	-4	-3
CC(C)(C)OC(=O)N1CCN(C(=O)c2[nH]cnc2C(=O)NCc2ccccc2)CC1	0.0	2	0	-2	-4	-2	0.9	0	1	6
COc1ccc(S(=O)(=O)N2CCN(c3ncccn3)CC2)cc1[N+](=O)[O-]	0.2	-1	-2	-23	3	1	-0.2	5	0	-6
COC(=O)C1C(=O)N2CCCSC2=C(C#N)C1c1cccs1 (stereo not given)	-0.2	-3	6	-1	3	nt	-1.8	-6	7	-4
COc1ccccc1CNC(=O)c1ccc(-c2ccccc2C(F)(F)F)o1	-1.9	19	2	4	0	9	1.6	0	25	0
CNC(=O)CSc1nnc(-c2cc(C)cc(C)c2)o1	-1.6	-1	2	4	-7	-2	11	-2	-2	1
CC(/C=C/c1ccc2c(c1)OCO2)=N\NC(=O)C(O)c1ccccc1 (stereo not given)	-1.5	-7	-3	-4	4	0	0.4	nt	nt	-8
O=C1N(c2cccc3ccccc23)C(c2ccccc2)N2CCCN12 (stereo not given)	-4.0	7	2	-4	8	2	-0.8	-5	5	-3
O=C1c2cccc(Cl)c2C(=O)c2c1cccc2N1CCCC1	0.1	-4	-2	-3	-1	nt	1.8	0	-12	-6
COc1cc(/C=C\C(=O)OCn2nnc3ccccc3c2=O)cc(OC)c1OC	-1.7	5	-3	1	2	3	-1.1	nt	nt	-2
N#Cc1ccc(N2CCN(C(=O)c3cccc(F)c3)CC2)c(F)c1	0.0	-3	6	-2	1	-4	-1.4	-2	nt	-2
Cc1ccc(NC(=O)CSc2nc3ccccc3c(=O)n2CCCC(=O)NCCCN2CCOCC2)cc1	-0.7	10	1	13	-1	-1	0.2	-2	-3	nt
CCO/N=C(/C)c1c(O)c(C)c(-c2ccccc2)n(-c2ccccc2)c1=O	-0.6	4	-1	-3	-2	-3	-0.4	nt	nt	2
Cc1c(C(=O)OCC(=O)NCCN2C(=O)CSC2=O)oc2c1ccc1ccccc12	-2.0	-7	0	1	0	5	-0.5	-6	8	-11
CCN(CC)S(=O)(=O)c1ccc(C2CNC(=O)C2)cc1 (stereo not given)	-0.3	-1	1	-13	-3	0	1.0	nt	-6	-5
COC(=O)c1ccc(-c2sc3nc(N4CCOCC4)c4c(c3c2N)CC(C)(C)OC4)o1	-0.1	-8	0	-2	0	2	-1.8	nt	nt	-6
CC(=O)N/C(=C/c1ccccc1)C(=O)N1CCCCC1	0.5	-5	4	-3	4	-5	-2.9	-3	3	-8
CCCCN(C(=O)C1CC(=O)N(c2ccc3c(c2)OCCO3)C1)c1c(N)n(CCC)c(=O)[nH]c1=O (stereo not given)	0.7	10	-1	3	-2	-1	-2.1	-1	1	-5
CCOC(=O)CSc1nnc(-c2ccoc2C)n1-c1ccc(C)cc1	0.5	-1	4	-9	-5	nt	0.6	45*	-1	5
O=C1C(Cl)=C(NCCc2ccccc2)C(=O)c2ccccc21	1.9	-4	-5	7	12*	-3	-0.5	-4	-62	-1
Cc1onc(-c2ccccc2)c1C(=O)Nc1ccccc1NC(=O)c1c(-c2ccccc2)noc1C	0.3	-2	-1	-17	0	0	1.4	-5	-15	-2
COc1ccc(C(C(=O)NC2CCCCC2)N(Cc2cccs2)C(=O)Cc2c[nH]c3ccccc23)cc1 (stereo not given)	-0.6	-2	2	2	-1	-8	-0.9	-1	-18	-15
O=C(O)C[C@H]1c2cc(F)ccc2S(=O)(=O)N1Cc1ccccc1	-1.1	-16	-4	-2	3	0	-3.3	-1	-2	-3
CN(C(=O)CSc1nnc(-c2ccc3c(c2)OCO3)o1)C1CCS(=O)(=O)C1 (stereo not given)	-0.2	-9	-3	-21	-1	-1	1.5	9	-5	-1
COc1cc(C2c3c(-c4cc(C)cc(C)c4O)n[nH]c3C(=O)N2CCCO)cc(OC)c1OC (stereo not given)	-1.0	-10	0	5	6	1	1.8	-4	nt	-8
CC(C)CCNC(=O)CCCCn1c(=O)[nH]c2ccsc2c1=O	-1.2	-3	8	2	0	2	1.3	-1	-7	-4
O=C(CCCc1ccccc1)NCc1ccc(Cl)cc1	-1.6	-2	-9	1	-1	1	0.5	-4	-16	0
COc1ccc(CC(=O)N2CCc3ccccc3C2)cc1	nt	-6	6	-3	4	1	0.8	-5	14	-1
Cc1ccccc1Cn1c(=O)n(CC2CCC(C(=O)NCCc3ccccc3)CC2)c(=O)c2ccccc21 (stereo not given)	-0.6	-4	-3	-1	4	1	1.0	-4	-22	5
C=CCNc1nc(C)c(C(C)=O)cc1C#N	-0.5	-2	2	-4	0	-1	0.6	-2	-5	10
COc1ccc(C(CCNCc2ccc(N(C)C)cc2)C(C)C)cc1 (stereo not given)	-0.1	2	7	3	-9	0	0.1	nt	-26	5
CC12COC3(C(=O)Nc4ccc(F)cc4)CC1CCC32C (stereo not given)	0.0	-7	1	-2	0	-1	-0.4	-1	4	3
COc1ccc2c(Cl)c(C(=O)OCC(=O)c3ccc4c(c3)NC(=O)CO4)sc2c1Cl	-0.2	-2	0	15	-5	1	0.2	2	-19	-5
CCOC(=O)c1c(C)[nH]c(C(=O)OC)c1CCC(=O)OC	-0.7	-1	-6	4	-3	-1	0.4	-6	3	-4
Cc1ccc(S(=O)(=O)NCc2c(-c3ccccc3)noc2C)cc1	-0.3	-5	-2	16	2	-2	-0.5	-3	-7	-4
CCN=C1SC(CC(=O)NC(C)C)C(=O)N1CC (stereo not given)	-2.5	-6	1	4	2	1	-1.6	-2	-3	-3
Cc1cc(OCCNCCO)cc(C)c1Cl	-0.6	4	0	16	8	nt	0.7	-1	1	7
O=C(NCc1ccc2c(c1)OCO2)c1ccc(CSCc2ccc(Cl)cc2)o1	-0.5	11	9	20	-4	nt	0.5	-1	5	-8
COc1ccc(S(=O)(=O)Nc2cc(C(=O)NCCCOC(C)C)ccc2N2CCOCC2)cc1	-1.5	-3	-2	5	1	0	0.0	-4	-6	-9
O=C(CN1C(=O)C2C3C=CC(C3)C2C1=O)Nc1ccc2nccnc2c1 (stereo not given)	-1.7	-8	-5	-3	-5	-2	2.4	-5	15	-6
COc1ccc(C(=O)N2CCN(c3ccc([N+](=O)[O-])c(NCCc4ccc(OC)c(OC)c4)c3)CC2)cc1	-1.2	-2	-12	-1	-2	-15	-0.6	3	-78	-5
Cc1cc(Cl)ccc1OCC(=O)N(Cc1cccs1)C1CCS(=O)(=O)C1 (stereo not given)	-3.5	-1	-3	15	-2	0	7.3	-1	1	-11
CN(c1ccc(OCCOc2ccccc2Cl)cc1)S(=O)(=O)c1ccccc1	-1.5	-7	-2	8	1	-3	-0.6	1	-2	-8
Cc1cc(C)nc(SCC(=O)N/N=C/c2cc(C)n(-c3ccccc3C)c2C)n1	-2.2	-1	-10	nt	-3	nt	4.2	-2	1	-7
COC(=O)Cn1c2ccc(Cl)cc2c2nc(C)sc21	-0.1	9	7	-3	-1	0	0.7	-5	-4	0
Cc1ccc(C(=O)N2CCn3c(C)ccc3C2C)cc1 (stereo not given)	-2.1	5	5	16	-3	-1	-0.7	-1	-14	-20
Cc1ccccc1CC(=O)Nc1sc(C(C)C)cc1C(=O)N1CCOCC1	-0.7	1	2	-3	-1	-1	-0.1	-4	6	-15
Cc1sc2ncnc(N)c2c1C	-0.9	1	2	6	-7	0	3.7	2	0	-5
COC1CC(C)C(OC)c2cc(O)cc(c2O)NC(=O)C(C)=CC=CC(C)C(OC(N)=O)C(C)=CC(C)C1OC (stereo not given)	0.7	0	-4	9	-2	-7	-1.5	-1	nt	-10
c1ccc2c(c1)OCc1cn[nH]c1-2	-0.8	-1	-2	15	1	1	1.3	-1	8	-2
CCc1ccc(CCC(=O)Nc2ccc(C)c(C)c2)o1	nt	17	3	-8	3	7	-1.1	0	20	-5
COc1ccccc1NC(=O)NCc1ccco1	-0.8	-3	2	-3	2	0	2.3	-1	7	-1
O=C(Nc1ccc(Oc2ccc(Cl)cc2)c(Cl)c1)c1cc(I)cc(I)c1O	-0.4	-1	2	1	4	2	0.8	0	-3	2
CC(C)CC1(C(=O)NCCN2CCOCC2)C=CCN1C(=O)c1ccccc1 (stereo not given)	0.3	-7	-5	-2	-2	8	-1.3	1	11	2
COc1ccc(N2CCN(C(=O)NCc3ccc(C)cc3)CC2)cc1	-5.2	-3	-1	6	nt	0	-0.2	0	3	-11
COc1ccccc1-n1c(=O)[nH]c2c(C(N)=O)nc(CC(C)C)nc21	-0.1	7	4	15	-1	2	1.7	nt	0	-5
COc1ccc(/C=C/C(=O)OCC(=O)c2ccc3c(c2)NC(=O)CO3)cc1	-0.8	2	3	7	0	-5	-0.2	2	-8	-4
Cc1oc(-c2cc(F)cc(F)c2)nc1CN1CCN(C(=O)c2ccco2)CC1	-2.1	-6	-7	0	-2	1	0.6	-7	-5	-6
COc1ccc(NC(=O)c2ccc3c(=O)n4c(nc3c2)CCCCC4)cc1	-2.9	3	1	5	0	0	0.6	-8	18	-1
Cc1ccc(NC(=O)CN2C(=O)NC3(CCCCCC3)C2=O)cc1Cl	-1.8	0	0	9	-1	-3	-8.0	nt	22	-12
C/C(N)=C(/C#N)C(=O)COc1ccc(Cl)cc1Cl	-0.4	11	4	2	3	10	-1.1	-6	27	-11

Single records, from the list above. Order of screens: CAL PDZ FP-1	Tat export inh	RTF Ca sens act	Rtt109 Vps75	V-ATPase pHluor	Wnt bcat act	CDK5 p35 inh	CAL PDZ FP-2	MITF act	dFosB act
`Cc1ccccc1CC(=O)Nc1sc(C(C)C)cc1C(=O)N1CCOCC1` is listed with -0.7	1	2	-3	-1	-1	-0.1	-4	6	-15
`CCc1ccc(CCC(=O)Nc2ccc(C)c(C)c2)o1` is listed with nt	17	3	-8	3	7	-1.1	0	20	-5
